GalR3 antagonist: GalR3 antagonists in HEK293 cells, primary screen, cell-based, fluorescence readout. Galanin receptor type 3 (Homo sapiens), O60755. HEK293 GalR3-CNG cAMP membrane potential fluorescence; galR3 body fused to GalR1 C-terminus. inhibition, % at 3 µM. hit rate 0.44% among 360,000;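 active = inhibition above the screen-wide average plus 3 SD, cut at about 13% in these data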;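 note: forskolin and galanin both at EC90 stimulate the cells; cAMP rise reported by CNG channel membrane potential dye signal; 0% = forskolin plus galanin with DMSO and 100% = forskolin alone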
PHOSPHO1 inh: PubChem AID 1565; Phosphoethanolamine/phosphocholine phosphatase (Homo sapiens), Q8TCT1; recombinant PHOSPHO1, absorbance phosphatase assay; inhibition, % at 13.3 µM; hit rate 1.1% among 290,000; in the data active = inhibition above about 60%
Target sequence (Q8TCT1 whole entry, looked up): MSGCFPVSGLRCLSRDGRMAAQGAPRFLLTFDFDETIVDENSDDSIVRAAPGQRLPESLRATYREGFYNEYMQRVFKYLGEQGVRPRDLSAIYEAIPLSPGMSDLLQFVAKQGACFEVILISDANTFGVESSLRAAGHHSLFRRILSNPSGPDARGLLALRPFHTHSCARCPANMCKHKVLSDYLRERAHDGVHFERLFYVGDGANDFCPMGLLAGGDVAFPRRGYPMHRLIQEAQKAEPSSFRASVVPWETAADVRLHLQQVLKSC
NS3 helicase inh: inhibitors of HCV NS3 helicase, primary screen, biochemical, Cy5 molecular beacon fluorescence; Hepatitis C virus NS3 helicase; NS3 helicase DNA unwinding; inhibition, % at 10.9 µM; hit rate 0.56% among 290,000; AID 1800, 2009;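 active = inhibition above the mean of all tested compounds plus 3 SD, set per campaign, cut at about 35% in these data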;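 note: 0% = DMSO wells and 100% = thioflavine S control wells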
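Test system: hepatitis C virus NS3 helicase domain fragment enzyme. Also added: annealed dual-labelled DNA beacon duplex, ATP-started. Timing: 60 min unwinding reaction at 25 °C after ATP addition. Technique: Cy5 fluorescence. Measure: % inhibition of unwinding.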
GPR7 antag: GPR7 receptor antagonists, primary screen, cell-based, fluorescence, single concentration | hit rate 1.1% among 290,000 | AID 1861, 2009 | inhibition, % at 4.4 µM | Neuropeptides B/W receptor type 1 (Homo sapiens), P48145 | GPR7-expressing cells, fluorescence antagonist assay; in the data active = inhibition above about 16%, passing the limit was not always enough;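 note: cells stimulated with the agonist NPW; 0% = agonist with vehicle and 100% = vehicle without agonist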
VIM-2 inhibitor: VIM-2 metallo-beta-lactamase inhibitors, primary screen, biochemical, epi-absorbance readout, Pseudomonas aeruginosa enzyme; hit rate 0.89% among 290,000; inhibition, % at 5.6 µM; purified VIM-2, nitrocefin hydrolysis, epi-absorbance fluorescence;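 active = inhibition above the mean of all tested compounds plus 3 SD, cutoff set per screening run, cut at about 7.5% in these data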;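 note: red hydrolysis product quenches plate fluorescence so inhibitors raise well fluorescence; 0% = enzyme with DMSO and 100% = DMSO without enzyme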
OXTR agonist: human OXTR agonists, primary screen, fluorescence, CHO-OTR cells, Fluo-8 calcium; activation, % at 3 µM; Oxytocin receptor (Homo sapiens), P30559; Fluo-8 calcium fluorescence; normalized: DMSO 0%, oxytocin 100%; AID 2435, 2010; hit rate 0.32% among 320,000;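 active = activation above the mean of all tested compounds plus 3 SD, cutoff set per screening run, cut at about 20% in these data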;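 note: peak over basal fluorescence ratio from a 100 s FLIPR kinetic read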
Target sequence (P30559 whole entry, looked up): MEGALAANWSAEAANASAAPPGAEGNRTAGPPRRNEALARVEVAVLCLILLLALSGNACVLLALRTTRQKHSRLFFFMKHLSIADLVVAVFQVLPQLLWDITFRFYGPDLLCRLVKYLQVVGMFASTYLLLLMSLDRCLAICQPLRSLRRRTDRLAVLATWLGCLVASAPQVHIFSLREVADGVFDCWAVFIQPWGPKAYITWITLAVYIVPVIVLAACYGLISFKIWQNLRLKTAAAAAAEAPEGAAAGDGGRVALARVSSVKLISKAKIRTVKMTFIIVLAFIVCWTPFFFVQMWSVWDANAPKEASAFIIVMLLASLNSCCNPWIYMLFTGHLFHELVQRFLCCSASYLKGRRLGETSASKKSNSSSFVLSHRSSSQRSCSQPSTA
DNA FID counter: compounds displacing fluorescent DNA intercalator, primary screen, artefact control for HCV NS3 helicase inhibitor project, biochemical, FID fluorescence. inhibition, % at 7.9 µM. DNA fluorescent intercalator displacement. hit rate 0.17% among 290,000; in the data active = inhibition above about 37%;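 note: 0% = vehicle and 100% = reference compound; higher means more ethidium bromide displaced from hairpin DNA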
V1aR counter: agonists of human V1a receptor, primary screen, counter-screen for OXTR agonist project, fluorescence, CHO-V1R cells | Fluo-8 calcium fluorescence, agonist mode; 0% DMSO, 100% 3 nM vasopressin | hit rate 0.25% among 320,000 | Vasopressin V1a receptor (Homo sapiens), P37288 | activation, % at 3 µM;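 active = activation above the mean activation of all tested compounds plus 3 SD, per screening run, cut at about 20% in these data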;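 note: signal is peak over basal fluorescence ratio across a 100 second FLIPR read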
Target sequence (P37288 whole entry, looked up): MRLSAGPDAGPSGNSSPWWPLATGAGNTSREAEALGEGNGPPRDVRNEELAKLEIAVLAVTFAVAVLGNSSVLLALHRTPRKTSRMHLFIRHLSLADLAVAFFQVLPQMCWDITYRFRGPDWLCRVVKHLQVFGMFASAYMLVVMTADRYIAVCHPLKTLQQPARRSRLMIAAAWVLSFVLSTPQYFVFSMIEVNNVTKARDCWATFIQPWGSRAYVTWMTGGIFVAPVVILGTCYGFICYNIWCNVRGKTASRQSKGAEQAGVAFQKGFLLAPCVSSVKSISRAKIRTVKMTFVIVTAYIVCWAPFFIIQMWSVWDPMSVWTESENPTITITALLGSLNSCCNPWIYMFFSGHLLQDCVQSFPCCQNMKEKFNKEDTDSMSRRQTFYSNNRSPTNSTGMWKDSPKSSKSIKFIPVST
IMP-1 inh: IMP-1 metallo-beta-lactamase inhibitors, primary screen, biochemical, epi-absorbance readout, Pseudomonas aeruginosa enzyme; inhibition, % at 5.6 µM; hit rate 0.45% among 290,000; purified IMP-1, nitrocefin hydrolysis, epi-absorbance fluorescence; metallo-beta-lactamase IMP-1 (Pseudomonas aeruginosa);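 active = inhibition above the mean plus 3 SD of all compounds in the same screening run, cut at about 4.5% in these data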;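 note: 0% = IMP-1 with DMSO and 100% = DMSO wells lacking enzyme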
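System: purified IMP-1; amount: IMP-1 0.2 nM before substrate addition; compound: single dose, 5.6 µM; times: 25 °C, 15 min preincubation, 25 min reaction; signal: Epi-absorbance via hydrolysed-nitrocefin quenching of white-plate fluorescence, 480/530 nm, EDTA stop; benchmarks: DMSO with and without IMP-1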
* marks the source's active call; other numbers are inactive results; . = no result given.

SMILES	GalR3 antagonist	PHOSPHO1 inh	NS3 helicase inh	GPR7 antag	VIM-2 inhibitor	OXTR agonist	DNA FID counter	V1aR counter	IMP-1 inh
N=C1/C(=C\c2ccc(-c3cccc(C(=O)O)c3)o2)C(=O)N=C2SC=C(c3ccccc3)N12	-9	80*	18	-4	-1.6	0.5	-9	2.0	2.7
CCCNC(=O)Nc1ccccc1C(=O)Nc1ccc(OC)cc1	-2	7	-4	4	1.0	-1.1	-5	-0.4	0.7
O=C(CN1CCN(S(=O)(=O)N2CCCCC2)CC1)Nc1cc(Cl)cc(Cl)c1	-8	32	-18	9	-3.4	1.9	-34	2.1	-3.4
COC(=O)c1sccc1NC(=O)c1ccc(OC)cc1OC	-2	2	12	-9	-0.8	1.2	6	0.8	-6.1
Cc1ccccc1S(=O)(=O)N(CC(O)CN1C(=O)NC(C)(C)C1=O)c1ccccc1 (stereo unspecified)	-2	24	5	-7	1.1	0.5	-20	-0.5	-2.3
CCN1CCN(CC(=O)Nc2sc3c(c2C#N)CCC(C)C3)CC1 (stereo unspecified)	-6	-4	-25	-2	0.6	10.0	19	8.9	-2.5
COc1cc2[nH]c3c(=O)n(N)c(=O)[nH]c3c2cc1OC	-8	14	-16	1	1.5	0.9	-2	0.6	-0.3
COC(=O)c1ccccc1NC(=O)Cn1c(=O)n(Cc2ccccc2)c(=O)c2c(C)c(C)sc21	-2	-9	6	-2	-2.6	-1.0	-4	0.8	-2.3
N#Cc1cccc(S(=O)(=O)NCC(=O)NCCCc2ccccc2)c1	-3	6	-13	-10	0.4	0.5	-9	0.1	-2.9
Nc1ccc(Oc2ccc(F)cc2)nc1	-1	32	-4	1	-3.4	2.0	-8	4.0	-2.9
Cc1c(C(=O)N2c3ccccc3Sc3ccccc32)cccc1[N+](=O)[O-]	-3	13	12	-1	-1.6	-2.1	-6	-1.2	-2.4
Cc1ccc(C(=O)COC(=O)CNC(=O)C(c2ccccc2)c2ccccc2)cc1[N+](=O)[O-]	6	3	-1	3	1.3	-0.1	-1	1.5	-0.4
NS(=O)(=O)c1ccc(NC(=O)/C=C/c2cn(-c3ccccc3)nc2-c2cccc(Cl)c2)cc1	-7	39	-8	-9	-3.0	2.8	-4	3.3	-2.4
Cc1ccc(S(=O)(=O)NNC(=O)c2sc(=S)n(C)c2C)cc1	-4	-3	-4	-2	-0.8	-0.1	-1	-0.7	0.8
CSCC(O)Cn1ncc2ccccc2c1=O (stereo unspecified)	1	18	0	-12	-0.3	0.6	-1	0.2	-2.7
Cc1cccc(OCCCCNCc2ccccc2)c1	-5	-8	-14	3	0.2	6.0	21	1.9	0.8
Cc1nc2cc(S(=O)(=O)N3CCC(C(=O)O)CC3)ccc2n1C1CCCC1	1	2	3	0	-2.7	0.8	-24	-0.5	-3.3
c1ccc(Oc2ncnc3oc(-c4ccccc4)cc23)cc1	-3	29	0	-9	-3.2	0.0	-3	1.1	-2.6
Cc1cccc(N=Cc2c(O)cc(C)oc2=O)c1	-4	-12	5	-2	-3.2	-0.4	-1	2.1	-1.7
O=C(Nc1cccc(NC(=O)c2ccc(Br)o2)c1)c1ccccc1	-10	14	-9	-11	-2.6	.	-13	.	-2.1
CC[C@]1(c2cccc(C)c2)C(=O)N(C(=O)OC)N1C(=O)OC	-5	-99	6	-9	-0.4	0.4	-3	-0.2	-1.0
CC(C)(C)c1ccc(Oc2ccc(NC(=O)CCCC(=O)O)cn2)cc1	4	45	13	-2	-2.5	1.9	-41	-0.2	-1.6
Cc1cccn2cc(CCNC(=O)c3ccco3)nc12	.	10	1	-7	-5.4	0.4	-2	0.2	-2.1
CC(C)Oc1ccc2nnnn2n1	7	13	5	-7	-3.6	-0.8	1	-0.1	-4.2
CC(=O)Oc1ccc(C(=O)c2ccccc2)c(OC(C)=O)c1	-2	-14	12	-11	-1.5	-1.7	-7	0.3	-1.9
CCn1cnc2c1c(=O)n(CC(=O)N1CCc3ccccc31)c(=O)n2Cc1ccccc1	-2	3	-5	-3	-1.5	-2.1	-4	-0.7	-3.0
O=C1CCCc2c1nc(-c1ccco1)n2O	-3	10	5	-9	-0.3	0.2	-1	1.1	0.1
Cc1ccc(S(=O)(=O)N2CCCOC2CNC(=O)C(=O)NCc2ccccc2C)cc1 (stereo unspecified)	-4	29	5	-7	-2.1	3.0	-39	6.2	-2.7
C=CCNC(=O)/C(C#N)=C/c1c(N(Cc2ccccc2)Cc2ccccc2)nc2ccccn2c1=O	-5	-4	-6	2	-1.9	-1.9	-31	-0.4	-4.1
COc1ccc(CCNC(=O)Nc2ccc([N+](=O)[O-])cc2)cc1OC	-4	15	-7	7	-1.9	3.8	0	8.2	-2.1
Cc1nn(-c2ncc(C(F)(F)F)cc2Cl)c(=O)n1-c1ccccc1	-4	6	-1	-9	-2.1	-0.5	-1	0.3	-0.9
Cc1cccc(-n2nc(C)cc2N)c1	-7	41	-21	2	-2.0	-0.6	-10	-0.4	-2.5
Cc1cc(C)nc(Nc2n[nH]c(-c3cccc4ccccc34)n2)n1	-7	38	4	-9	-1.7	-1.6	-6	0.5	-0.7
COCCN(C(=O)COC(=O)c1sccc1C)c1c(N)n(Cc2ccccc2)c(=O)[nH]c1=O	-3	40	7	-9	-0.3	-0.8	-18	0.4	-0.4
O=c1[nH]c2c(c3c1CCCC3)CCCC2	-10	6	-8	-4	2.2	-2.3	-2	-0.8	-1.5
O=C(NCCCN1CCOCC1)c1ccc2c(c1)N(Cc1ccccc1F)C(=O)c1ccccc1S2=O (stereo unspecified)	0	19	-8	-10	-0.1	0.8	12	0.3	-2.7
CCCOC(=S)NC(=O)c1sc2ccccc2c1Cl	-7	-5	4	-1	1.5	-1.6	-5	0.2	-1.6
Cc1cccc(C)c1N1CC(=O)N(c2c(C)cccc2C)CC1=O	-6	-14	1	2	-0.6	1.1	2	0.4	-2.5
CCOC(=O)/C=C/CN(C(=O)OC(C)(C)C)S(=O)(=O)N1CC=CC1	-5	31	.	.	.	-0.6	.	-0.1	.
Cc1ccc(S(=O)(=O)Nc2nc(C)cc(N/N=C/c3ccc(O)cc3)n2)cc1	-6	1	6	-12	-2.6	-1.6	-10	-0.8	-0.9

Fetched by compound from the entries so far (2):
SMILES	GalR3 antagonist	PHOSPHO1 inh	NS3 helicase inh	GPR7 antag	VIM-2 inhibitor	OXTR agonist	DNA FID counter	V1aR counter	IMP-1 inh
CC[C@]1(c2cccc(C)c2)C(=O)N(C(=O)OC)N1C(=O)OC	-5	-99	6	-9	-0.4	0.4	-3	-0.2	-1.0
C=CCNC(=O)/C(C#N)=C/c1c(N(Cc2ccccc2)Cc2ccccc2)nc2ccccn2c1=O	-5	-4	-6	2	-1.9	-1.9	-31	-0.4	-4.1

Continued.
SMILES	GalR3 antagonist	PHOSPHO1 inh	NS3 helicase inh	GPR7 antag	VIM-2 inhibitor	OXTR agonist	DNA FID counter	V1aR counter	IMP-1 inh
CC(C)N1CC(C(=O)Nc2ccc(Cl)c(Cl)c2)CC1=O (stereo unspecified)	-8	41	11	-9	-3.3	5.7	-10	4.5	-5.6
CC(C)[C@H](NC(=O)C1CCN(S(=O)(=O)c2ccc(F)cc2)CC1)C(=O)N1CCCCCC1	-3	28	6	-12	-0.4	-0.4	-39	2.0	0.7
CC(=O)N(Cc1cccs1)Cc1cc2ccc(C)c(C)c2nc1Cl	-2	36	-8	-5	-4.9	-1.3	-8	0.1	-1.9
CCCNC(=O)CS(=O)(=O)Cc1nc(-c2ccccc2C)oc1C	.	22	-8	7	-0.8	-1.6	-11	-0.1	0.2
O=C(CN1C(=O)c2ccccc2S1(=O)=O)NCc1cccs1	3	23	17	-13	-1.3	0.5	-13	0.3	-1.7
COc1cc(/C=N/NC(=O)c2cccnc2)ccc1OS(=O)(=O)c1cc(C)ccc1C	-1	-7	-2	6	-2.0	2.9	-17	2.0	-3.3
Cc1ccc(C)c(NC(=O)CSc2nnc3n2CCCCC3)c1	-2	-16	1	0	-3.8	-0.2	-4	0.0	-1.7
CC1Cc2cc(S(=O)(=O)NCCC(=O)NCc3ccc(F)cc3)ccc2N1C(=O)C1CC1 (stereo unspecified)	-5	48	2	4	-0.5	5.8	-34	8.7	-0.1
CCOc1ccc(OCC)c(S(=O)(=O)NCc2ccccc2)c1	-12	.	1	4	-0.6	-1.0	-24	-1.1	0.5
CCCOC(=O)c1ccc(NC(=O)c2c(Cl)ccc(Cl)c2OC)cc1	-5	1	11	-8	-1.6	-1.2	-10	3.5	-1.2
Cc1ccc2c(c1)C1CN(C)CCC1N2C(=O)c1ccccc1NS(=O)(=O)c1ccc(F)cc1 (stereo unspecified)	0	2	-6	1	-1.7	1.2	15	-0.5	-1.6
CCOC(=O)N1CCN(C(=O)c2cc(S(=O)(=O)N3CCCC3)cn2C)CC1	-2	-2	10	-10	-1.2	-0.2	-3	1.5	-3.7
CC(C)(C)C(=O)NC1CCN(S(=O)(=O)c2ccccc2F)CC1	-3	52	10	-14	-1.3	-0.2	-8	0.0	-4.0
CC(C)CN(CC(C)C)C(=O)C12CCC(C)(C(=O)C1)C2(C)C (stereo unspecified)	0	18	0	-7	2.6	-2.3	-3	-1.8	-4.6
COc1cc(C(C(=O)NC2CCCC2)N(C(=O)c2ccco2)c2ccccc2C(C)=O)cc(OC)c1OC (stereo unspecified)	-7	23	23	1	-4.6	-1.8	-30	-1.1	-2.6
CCOc1ccc(C(O)c2nccn2Cc2ccccc2)cc1 (stereo unspecified)	-3	10	-4	-1	-2.4	1.6	-2	1.0	-4.6
CCc1ccccc1NC(=O)C1NC(=O)CC1c1ccccc1 (stereo unspecified)	3	2	1	-9	-2.0	0.0	-6	-1.0	-5.3
CN1CCN(c2oc(-c3ccco3)nc2S(=O)(=O)c2ccccc2)CC1	2	-12	10	-9	-3.8	-0.2	3	0.8	-1.9
CC1Cc2ccccc2N1CC(=O)Nc1ccc(Cl)c(S(=O)(=O)N(C)C)c1 (stereo unspecified)	1	24	9	7	-2.2	-0.1	-10	0.3	-2.1
O=C(C[N+]1(CC#Cc2ccccc2)CCCCC1)c1ccccc1	-7	-15	-2	5	1.6	-1.4	1	0.9	0.5
Cc1ccc(OCC(=O)Nc2ccc3c(c2)nc(CCN2CCN(C)CC2)n3C)cc1	-3	47	-16	-7	-2.9	1.2	6	9.2	-1.3

This is a random part of the collection; any-hit rate near 4.3%.
